Assay outcomes as filed in PubChem BioAssay.
M1 antag: human M1 muscarinic receptor antagonists, primary screen, CHO-K1 cells, Fluo-8 calcium fluorescence, 1536-well | 360,000 compounds, 1.3% hits | inhibition, % at 3 µM | Muscarinic acetylcholine receptor M1 (Homo sapiens), P11229 | CHO-K1 hM1, ACh EC80 antagonist | AID 588852, 2011;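 active = percent inhibition above its own plate's cutoff, namely the mean of that plate's compound wells plus 3 SD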;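 also: peak over basal fluorescence ratio during 140 s after agonist addition; 0% = ACh EC80 plus DMSO and 100% = DMSO alone without agonist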
Target sequence (P11229 whole entry, looked up): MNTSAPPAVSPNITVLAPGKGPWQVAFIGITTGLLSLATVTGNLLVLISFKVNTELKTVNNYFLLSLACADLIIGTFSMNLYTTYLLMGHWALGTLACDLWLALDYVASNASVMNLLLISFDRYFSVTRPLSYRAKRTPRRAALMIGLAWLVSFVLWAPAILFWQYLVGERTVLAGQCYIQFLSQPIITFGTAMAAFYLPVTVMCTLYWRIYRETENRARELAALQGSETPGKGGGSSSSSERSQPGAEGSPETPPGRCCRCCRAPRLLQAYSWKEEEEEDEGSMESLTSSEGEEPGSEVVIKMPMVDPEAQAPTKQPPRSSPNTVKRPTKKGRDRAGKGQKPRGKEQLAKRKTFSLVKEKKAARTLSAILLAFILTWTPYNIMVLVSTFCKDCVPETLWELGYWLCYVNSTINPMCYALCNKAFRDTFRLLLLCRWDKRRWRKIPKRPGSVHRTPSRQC
M1 ag: human M1 muscarinic receptor agonists, primary screen, Fluo-8 calcium fluorescence, CHO-K1 cells, HTS; Muscarinic acetylcholine receptor M1 (Homo sapiens), P11229; CHO-K1 hM1, agonist mode; 0% DMSO, 100% acetylcholine EC100; activation, % at 3 µM; 360,000 compounds, 0.33% hits;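 active = activation above the run's mean compound activation plus 3 SD, cut at about 16% in these data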;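 also: peak over basal fluorescence ratio within a 140 s kinetic read after compound addition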
M5 antag: human M5 muscarinic receptor antagonists, primary screen, CHO cells, Fluo-8 calcium fluorescence. inhibition, % at 3 µM. 360,000 compounds, 0.59% hits. CHO-hM5 cells, ACh EC80. AID 624040, 2012. Muscarinic acetylcholine receptor M5 (Homo sapiens), P08912;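 active = inhibition above a per-plate cutoff, the mean of that plate's test compounds plus 3 SD, cut at about 27% in these data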;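 also: 0% = acetylcholine EC80 with DMSO and 100% = DMSO without agonist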
Target sequence (P08912 whole entry, looked up): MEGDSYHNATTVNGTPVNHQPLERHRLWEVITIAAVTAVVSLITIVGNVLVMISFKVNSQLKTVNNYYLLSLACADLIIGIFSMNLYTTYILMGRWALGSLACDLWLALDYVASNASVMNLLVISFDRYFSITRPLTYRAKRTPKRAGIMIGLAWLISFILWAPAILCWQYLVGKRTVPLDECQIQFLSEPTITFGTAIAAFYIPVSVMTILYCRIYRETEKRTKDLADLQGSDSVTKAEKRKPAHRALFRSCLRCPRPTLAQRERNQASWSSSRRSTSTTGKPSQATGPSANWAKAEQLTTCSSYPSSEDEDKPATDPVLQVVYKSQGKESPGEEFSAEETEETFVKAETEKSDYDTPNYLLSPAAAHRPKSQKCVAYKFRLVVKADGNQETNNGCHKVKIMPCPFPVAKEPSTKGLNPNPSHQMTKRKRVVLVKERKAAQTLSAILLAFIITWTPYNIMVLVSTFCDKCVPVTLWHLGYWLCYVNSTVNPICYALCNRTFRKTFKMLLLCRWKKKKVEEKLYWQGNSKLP
M4 ag: human M4 muscarinic receptor agonists, primary screen, CHO-K1 cells, Fluo-8 calcium fluorescence. Muscarinic acetylcholine receptor M4 (Homo sapiens), P08173. CHO-K1 hM4/Gqi5; vehicle 0%, full acetylcholine response 100%. activation, % at 3 µM. 360,000 compounds, 0.14% hits;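 active = activation above the run mean over all test wells plus 3 SD, cut at about 32% in these data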;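 also: peak over basal fluorescence ratio per well then scaled between controls; 0% = DMSO wells and 100% = acetylcholine at EC100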
CHRM5 PAM: human M5 muscarinic receptor positive allosteric modulators, primary screen, CHO-K1 cells, Fluo-8 calcium fluorescence; CHO-K1 hM5, ACh EC20 PAM; 0% = ACh EC20, 100% = ACh EC100; 360,000 compounds, 0.3% hits; activation, % at 3 µM;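 active = activation above the run cutoff, the mean activation of all test compounds plus 3 SD, cut at about 18% in these data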
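Probe or stimulus: acetylcholine, EC20 level; Assay system: human M5 receptor in CHO-K1 cells; Schedule: compound preincubation 140 s before EC20 acetylcholine addition; Technique: intracellular calcium via Fluo-8 fluorescence; Dosing: single-point, 3 µM nominal; Read-out basis: percent activation from peak-over-basal fluorescence ratio, scaled EC20-to-EC100 acetylcholine; Repeats: one well per compound, no replicates.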
CHRM4 antagonist: human M4 muscarinic receptor antagonists, primary screen, CHO cells, Fluo-8 calcium fluorescence; Muscarinic acetylcholine receptor M4 (Homo sapiens), P08173; inhibition, % at 3 µM; AID 624125, 2012; 360,000 compounds, 0.73% hits; CHO-hM4 cells, ACh EC80;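 active = inhibition above its plate's cutoff, the mean inhibition of sample wells plus 3 SD, cut at about 27% in these data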;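 also: 0% = acetylcholine EC80 with DMSO and 100% = DMSO without agonist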
TAAR1 agonist: human TAAR1 agonists, primary screen, Fluo-8 calcium fluorescence, CHO RD-HGA16 cells. Trace amine-associated receptor 1 (Homo sapiens), Q96RJ0. activation, % at 3 µM. vehicle wells 0%, saturating PEA agonist 100%. 360,000 compounds, 0.99% hits;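 active = activation above the mean activation of all test compounds in the run plus 3 SD, cut at about 38% in these data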
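Repeats: no replicates (n 1) | Material: CHO-derived RD-HGA16 cells with stable Gα16 and human TAAR1 | Technique: Kinetic Fluo-8 calcium fluorescence | Schedule: 17-24 h seeding, 75 min 37 °C dye, 30 min RT | Evaluation: % activation from peak over basal fluorescence ratio, DMSO-to-PEA scaled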
CHRM1 PAM: human M1 muscarinic receptor positive allosteric modulators, primary screen, CHO-K1 cells, Fluo-8 calcium fluorescence, 1536-well; CHO-K1 hM1, ACh EC20; 0% = ACh EC20, 100% = maximal ACh; activation, % at 3 µM; 360,000 compounds, 0.088% hits; in the data active = activation above about 19%, passing the limit was not always enough
CHRM5 agonist: human M5 muscarinic receptor agonists, primary screen, CHO-K1 cells, Fluo-8 calcium fluorescence; Muscarinic acetylcholine receptor M5 (Homo sapiens), P08912; CHO-K1 hM5 cells; 0% DMSO wells, 100% maximal acetylcholine response; activation, % at 3 µM; 360,000 compounds, 0.19% hits; AID 624037, 2012;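 active = activation above the run's mean over test compounds plus 3 SD, cut at about 23% in these data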;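 also: signal is peak over basal fluorescence ratio across the kinetic read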
An asterisk follows results filed as active; / = no result given. An excerpt; rates above refer to the full screens.

Values run as follows: M5 antag	CHRM1 PAM	CHRM5 agonist	M1 antag	CHRM5 PAM	TAAR1 agonist	CHRM4 antagonist	M4 ag	M1 ag
CN(C(=O)CSc1nnc(COc2ccccc2F)n1N)C1CCCCC1
  3	9	3	-15	1	0	-9	1	-2
O=S(=O)(NC1CCCCC1NCc1ccco1)c1ccc(Cl)cc1 (centres undefined)
  10	-8	1	13	-7	2	5	1	-8
CCCCCCCCNc1ccccc1S(=O)(=O)NCc1ccccc1
  6	-7	-1	-1	-6	-1	0	-1	-7
COc1ccc(C(=O)Nc2cnn(Cc3c(F)cccc3Cl)c2)cc1OC
  0	4	-1	-9	1	2	3	5	-2
COc1ccccc1N(CC(=O)NC(C)(C)C)C(=O)c1ccc(Cl)nc1
  2	-3	3	9	4	1	0	10	-4
CC(/C=N/NC(=O)c1ccccn1)=C\c1ccco1
  4	11	2	-3	-3	0	1	0	0
O=C(Nc1cc(S(=O)(=O)N2CCCC2)ccc1OCC(F)(F)F)c1ccccc1F
  -4	14	2	-13	1	0	3	0	0
S=C(NCc1ccccc1)NNc1ccccc1
  -6	-6	-2	3	0	9	1	1	-10
Cc1ccc(S(=O)(=O)NC2CCCc3ccccc32)cc1C (centres undefined)
  -4	-4	-9	-24	-12	12	-10	0	-4
CCOc1ccc(NC(=O)COC(=O)Cc2ccsc2)cc1
  -8	3	-1	-4	9	-1	-1	1	-4
Cc1ccc(C)c(N(CC(=O)Nc2ccccc2C(=O)NCc2ccco2)S(=O)(=O)c2ccccc2)c1
  4	-10	2	19	-14	8	12	10	1
Fc1cc(F)cc(NC(=S)Nc2ccccc2N2CCOCC2)c1
  -2	-2	-4	2	2	9	-7	1	-7
O=C(CN1CCN(Cc2ccccc2)CC1)NNC(=O)c1ccc(Cl)cc1
  2	1	2	9	-1	1	-7	2	-5
CCc1ccccc1NC(=O)CN(c1ccc(OC)cc1OC)S(=O)(=O)c1ccccc1[N+](=O)[O-]
  6	-6	-6	2	-10	11	18	6	-6
COc1ccccc1C(=O)Nc1ccnn1C1CCN(Cc2csc(C(C)=O)c2)CC1
  9	2	-6	-8	-4	1	7	6	-4

Record cards (already shown). Order of values: M5 antag | CHRM1 PAM | CHRM5 agonist | M1 antag | CHRM5 PAM | TAAR1 agonist | CHRM4 antagonist | M4 ag | M1 ag
COc1ccccc1C(=O)Nc1ccnn1C1CCN(Cc2csc(C(C)=O)c2)CC1 as listed: 9 | 2 | -6 | -8 | -4 | 1 | 7 | 6 | -4
COc1ccccc1N(CC(=O)NC(C)(C)C)C(=O)c1ccc(Cl)nc1 as listed: 2 | -3 | 3 | 9 | 4 | 1 | 0 | 10 | -4

(list continues)
Values run as follows: M5 antag	CHRM1 PAM	CHRM5 agonist	M1 antag	CHRM5 PAM	TAAR1 agonist	CHRM4 antagonist	M4 ag	M1 ag
CCC(C)(C(=O)NC1CCCCC1)N(C(=O)c1cnccn1)c1c(C)n(C)n(-c2ccccc2)c1=O (centres undefined)
  -5	7	-1	-4	0	4	1	0	-4
CC(C)NC(=O)CSc1ccccc1C(=O)N1CCN(S(=O)(=O)/C=C/c2ccccc2)CC1
  9	8	-2	-5	-4	0	2	3	-3
O=C(Cc1cccs1)N(CC1CCCO1)C1(C(=O)NC2CCCCC2)CCCCC1 (centres undefined)
  15	1	-1	4	-4	2	-6	11	-2
CCCCSC1=C(C#N)C(c2ccccc2C)CC(=O)N1 (centres undefined)
  2	3	-1	3	-10	-2	-14	0	-4
O=C(Nc1ccc2c(c1)OCO2)C(c1ccc(Cl)cc1)N1CCN(C(=O)c2ccco2)CC1 (centres undefined)
  0	0	4	3	-3	14	-14	3	3
O=C(Nc1nnc(C2CC2)s1)c1cc(S(=O)(=O)N2CCN(c3ccccc3)CC2)ccc1Cl
  1	11	-3	-11	11	1	1	0	-6
O=S(=O)(c1ccccc1)N(CC(O)CN1CCCCC1)c1ccccc1 (centres undefined)
  -4	2	-9	-10	3	2	-3	0	-7
O=C(NC1=NCCS1)C1CCN(S(=O)(=O)c2cc([N+](=O)[O-])ccc2Cl)CC1
  4	3	-3	-13	-6	5	-4	4	-6
CCOc1ccc(CNC(=O)c2cccc(NC(=O)C3=C(C)OCCS3)c2)cc1
  30*	2	4	1	-13	0	0	12	-1
COc1ccc(N2CSC3=C(C#N)C(c4cc(OC)ccc4OC)CC(=O)N3C2)c(OC)c1 (centres undefined)
  3	2	3	-11	-6	/	2	1	-7
CCSC1=NC(C)(C)C=C(/C=C/c2ccc(Cl)cc2Cl)N1
  2	-9	-2	-11	1	17	1	2	-3
Cc1cc(NC(=O)CN2CCCC(C)C2)no1 (centres undefined)
  -17	10	-1	-3	5	2	0	0	-7
COc1cc(/C=C(\C#N)C(=O)Nc2cccnc2)ccc1OC(C)C
  3	3	3	-4	-4	5	-1	3	-9
CC[C@H](C)/C=C(C)/C=C/c1cc2c(cn1)C(=O)[C@@](C)(OC(C)=O)C(O)=C2Cl
  7	-8	3	8	-7	3	-1	11	-1
CCOc1ccc2ccccc2c1CNCCCN1CCOCC1
  3	2	-1	-5	-1	0	4	0	-4
COc1ccccc1N1CCN(C(=O)c2oc3ccccc3c2C)CC1
  5	-4	1	3	-6	1	10	13	-4
Cc1cccnc1NS(=O)(=O)c1cccc([N+](=O)[O-])c1
  -2	5	-2	-11	1	3	5	0	-4
Cc1ccsc1/C=N/n1c(-c2cc(-c3ccccc3)n[nH]2)n[nH]c1=S
  -2	8	2	-8	3	2	6	0	-2
CCCN(CCC)CCCNC(=O)c1nn(-c2cccc(OC)c2)c(=O)c2ccccc12
  4	5	-6	-13	-2	4	-1	1	-12
COc1ccc(Cl)c2sc(N3CCN(C(=O)c4ccco4)CC3)nc12
  5	3	0	-5	1	8	-11	7	1
N#Cc1ccccc1NC(=O)COC(=O)CCc1ccc(S(=O)(=O)N2CCCCC2)cc1
  9	-5	1	-3	-9	9	-4	8	-1
Cc1ccccc1Nc1nc(N)nc(CN2CCN(Cc3ccc4c(c3)OCO4)CC2)n1
  4	-7	-6	17	-2	2	5	1	-7
O=C(Nc1nnc(S(=O)(=O)N2CCOCC2)s1)c1ccccc1Br
  -4	5	1	-11	0	0	-9	2	-5
O=C(NCc1ccc(Cl)cc1)C1CCCN(c2ncnc3c2nc2n3CCCCC2)C1 (centres undefined)
  14	5	-4	-14	-1	-1	-3	1	-5
COc1ccc(NC(C)C(=O)N/N=C/c2c(O)ccc3ccccc23)cc1 (centres undefined)
  0	4	-3	-13	0	1	-4	2	-3
CC(C)CCC(O)(CCC(C)C)C(=O)NNc1ccccc1
  3	5	-5	-11	-7	3	-1	1	-8
COc1cc(NC(=O)CCC(=O)Nc2ccc3nc(N4CCOCC4)cc(C)c3c2)cc(OC)c1OC
  13	11	-3	-1	-6	2	-7	6	-5
O=C(C1=C[C@H](c2ccc(C(F)(F)F)cc2)C[C@H](OCc2ccc(CO)cc2)O1)N1CCN(Cc2ccccc2)CC1
  1	0	-1	4	7	3	-17	7	-6
CC(C)[C@H]1COCCS(=O)(=O)N1Cc1ccccc1-c1cccc(Cl)c1
  -3	-1	-2	-12	-3	1	-3	-1	-10
C/C(=N\NC(=S)NCc1ccccc1)c1cccc(Br)c1
  8	6	-5	-8	6	0	-1	1	-4
CCOC(=O)C1=C(N)Oc2c(oc(CO)cc2=O)C1c1c(F)cccc1Cl (centres undefined)
  -2	6	1	-3	4	12	-1	1	0
CC(=O)Nc1ccc(NC(=O)C2CCN(S(C)(=O)=O)CC2)cc1
  -2	10	2	-11	5	1	1	1	-2
CN(C)CCN1C(=O)C(O)=C(C(=O)c2cc3ccccc3o2)C1c1ccc(N(C)C)cc1 (centres undefined)
  1	5	3	-15	-3	2	1	11	1
O=C(N/N=C/c1cn(-c2cccs2)nc1-c1ccccc1)c1ccccc1Br
  -6	2	2	3	-6	2	10	4	-8
COc1ccccc1CNS(=O)(=O)c1cc(C(=O)N(C)Cc2cccnc2)c(Cl)cc1Cl
  1	10	1	-6	-1	0	-2	6	-5
O=C(N/C(=C\c1cccc([N+](=O)[O-])c1)C(=O)N1CCOCC1)c1ccco1
  3	10	-1	-13	1	0	-15	1	-4
COc1ccc(-n2ncc3c(N4CCC(C(N)=O)CC4)ncnc32)cc1
  -5	7	-3	-9	7	7	2	1	-4
N#CCc1cccnc1Sc1ccc(Cl)cc1
  2	3	-4	-10	3	-1	0	0	-3
O=S(=O)(Cc1cc(Sc2ccccc2)nc(-c2ccccc2)n1)c1ccccc1
  0	-6	-3	6	3	11	-9	1	-2
COc1ccc(NC(=O)NCc2ccc3c(c2)OCO3)c(OC)c1
  21	5	-4	-6	-9	0	0	1	-4
COc1ccc(NS(=O)(=O)c2cc(NC(=O)c3ccncc3)ccc2N2CCOCC2)cc1
  7	-1	-6	-1	1	0	4	1	-8
